TSHR antagonist = antagonists of human thyroid stimulating hormone receptor; 0.2% of 330,000 active; activity change, negative = inhibition, % at 11.5 µM; P16473; AID 504810; TSHR-expressing cells, TSH-stimulated cAMP HTRF, 2 h; hits give low values;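 active = activity change below a set negative limit, meaning inhibition stronger than a set level, cut at about -70% in these data; inconclusive = activity change between two set negative limits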; note: % is set by controls: 0 for no effect and ±100 for the full control effect
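TSHR-expressing cells were treated with compounds, then stimulated with TSH at EC80 (4nM final) for 2 hours at 37 deg C. Cellular cAMP was measured by HTRF competition between lysate cAMP and cAMP-d2 for a cryptate-labelled anti-cAMP antibody.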
TCR act = activates T cell receptor signaling; Potency, µM (titrated, usually from 9.22 µM), for the others: at the top dose activation of IL-2 secretion, actives largely listed as activators; 330,000 tested, under 10 active; AID 504894; primary human leukocytes, anti-CD3, IL-2 HTRF, 48 h; note: % of control where 0% means no effect
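Using a-CD3 beads without co-stimulation, primary human leukocytes were exposed to compounds for 48 hr. An HTRF IL-2 kit measured the cytokine, with europium-to-d2 energy transfer producing emission at 665nm upon 320nm excitation.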
AT treatment = candidate therapy for ataxia-telangiectasia; 0.19% of 320,000 active; […] A-T fibroblasts, KAP-1 phosphorylation AlphaLISA; neocarzinostatin DNA damage 30 min before lysis; AID 485349; Potency, µM (top dose mostly 57.5 µM), without a hit: top-dose activation, actives largely listed as activators; note: potency is the fitted concentration of half-maximal effect; % of control where 0% means no effect; nearly all actives have a fitted effect of over 45% in size
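hTERT-immortalized A-T patient fibroblasts ([…]), 500 cells/well in OPTI-MEM, 1% FBS, got compounds for 60 min, then NCS for 30 min at 37C. Lysates were then assayed for phospho-KAP-1 by AlphaLISA (anti-pKAP1 donor, anti-KAP1 acceptor beads), 6 hr at 25C.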
Menin MLL FP TR = displaces Texas Red mutant MLL peptide from human menin. Menin + Texas Red MLL mutant peptide, fluorescence polarization. Potency, µM (top dose mostly 61.6 µM), for the others: at the highest dose FP activity change, negative = inhibition, most hits filed as inhibitors. 0.23% of 270,000 active. AID 1768; active = well fitted inhibition curve with a large enough effect in the polarisation, with a control signal flat, not every such curve was filed as active; inconclusive = small, poorly fitted or top-dose-only effect, or effect the other way, or a change in a side signal; inactive = no such curve, though single readings can be large or run the other way; the % refers to the polarisation; note: potency is the fitted concentration of half-maximal effect; % of control where 0% means no effect; many of its hits are not listed in these tables
Target sequence (O00255 whole entry, looked up): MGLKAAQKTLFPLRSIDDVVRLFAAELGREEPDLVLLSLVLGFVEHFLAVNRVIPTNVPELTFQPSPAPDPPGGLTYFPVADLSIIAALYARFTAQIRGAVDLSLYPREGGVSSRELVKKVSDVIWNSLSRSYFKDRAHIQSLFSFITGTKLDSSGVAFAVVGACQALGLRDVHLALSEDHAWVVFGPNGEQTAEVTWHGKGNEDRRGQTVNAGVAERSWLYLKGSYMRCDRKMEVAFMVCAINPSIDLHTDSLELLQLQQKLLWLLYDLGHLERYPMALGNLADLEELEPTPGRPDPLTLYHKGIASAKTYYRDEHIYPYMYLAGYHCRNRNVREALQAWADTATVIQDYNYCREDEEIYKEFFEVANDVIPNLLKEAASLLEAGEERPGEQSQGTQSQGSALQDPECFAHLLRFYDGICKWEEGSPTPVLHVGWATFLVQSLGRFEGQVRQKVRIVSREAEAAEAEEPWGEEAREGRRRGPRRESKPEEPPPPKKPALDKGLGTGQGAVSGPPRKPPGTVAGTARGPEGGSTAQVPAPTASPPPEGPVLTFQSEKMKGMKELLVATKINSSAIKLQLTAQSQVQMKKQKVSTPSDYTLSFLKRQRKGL
MLL CXXC-DNA inh = inhibitors of human MLL CXXC domain-DNA interaction | Q03164 | MLL-CXXC / FITC-HOXA9 DNA fluorescence polarization | Potency, µM (top dose mostly 115 µM), for inactives: top-dose activity change, negative = inhibition, hits mostly inhibitors | 0.037% of 290,000 active; active = well fitted inhibition curve with a large enough effect in the polarisation, with a control signal flat, not every such curve was filed as active; inconclusive = small, poorly fitted or top-dose-only effect, or effect the other way, or a change in a side signal; inactive = no such curve, though single readings can be large or run the other way; the % refers to the polarisation; note: potency is the fitted concentration of half-maximal effect
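Purified MLL-CXXC (added from a 7 uM solution) was preincubated 5 min at ambient with pinned compounds in 50 mM Tris-HCl pH 7.5, 50 mM NaCl, 1 mM DTT, 0.05% BSA. Fluorescein-labeled HOX-A9 DNA (50 nM solution) followed, 30 min, then polarization read.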
ASM inhibitor = blocks human secretory acid sphingomyelinase | placental ASM, HMU-PC fluorogenic substrate, 60 min | P17405 | 0.006% of 340,000 active | Potency, µM (top dose mostly 57.5 µM), for the others: at the top dose activity change, negative = inhibition, most hits filed as inhibitors; note: potency is the fitted concentration of half-maximal effect
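Fluorogenic HMU-PC substrate (9 uM final) is turned over by placental ASM in 60 min at 37 C after a 10 min compound preincubation. Reaction ended by alkaline stop (pH 10), with fluorescence read at 386/447 nm.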
Mito fusion act = mitochondrial division inhibition or fusion activation; S. cerevisiae fusion-defective mutant growth rescue, CellTiterGlo 48 h; Potency, µM (doses to about 46.1 µM), for the others: top-dose growth rescue (activation), hits mostly activators; 0.23% of 320,000 active; AID 485298;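 note: potency is the fitted concentration of half-maximal effect; % of control where 0% means no effect; nearly all actives have a fitted effect of over 45% in size; temperature-sensitive fusion mutants such as fzo1-1 at 37 °C on non-fermentable ethanol glycerol medium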
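Yeast fusion mutant, YPEG (non-fermentable carbon), compound, 48 h at 37C non-permissive; CellTiterGlo added, 10 min RT, luminescence read. Rescued growth = division inhibition.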
TSG101-PTAP inh = blocks PTAP/TSG101 interaction to inhibit HIV-1 budding; Q99816; Fluorescence polarization, FITC-PTAP peptide / Tsg101 binding; Potency, µM (series often up to 115 µM), inactives show at the top dose activity change, negative = inhibition, most hits filed as inhibitors; 340,000 tested, under 10 active; AID 493005; active = well fitted inhibition curve with a large enough effect in the main read-out, with a control signal flat, not every such curve was filed as active; inconclusive = small, poorly fitted or top-dose-only effect, or effect the other way, or a change in a side signal; inactive = no such curve, though single readings can be large or run the other way; note: potency is the fitted concentration of half-maximal effect; % of control where 0% means no effect
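FP read-out: FITC-PTAP peptide, 50 nM final, binding Tsg101 binding domain, 10 uM final; 20 min, r.t.; 10 mM HEPES pH 7.5, 0.15 M NaCl, 0.01% Tween 20, 3 mM EDTA, 0.1 mM TCEP.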
a7 integrin act = activators of alpha7 integrin expression for muscular dystrophy; alpha7betagal myoblasts, beta-gal FDG fluorescence, 48 h; Potency, µM (titrated, usually from 38.3 µM), for the others: top-dose activation, actives largely listed as activators; 0.064% of 350,000 active; AID 624291;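 note: potency is the fitted concentration of half-maximal effect; 100% = response of the positive control SU9516; nearly all actives have a fitted effect of over 60% in size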
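alpha7betagal+/- myoblasts (passage 13, 250/well) treated 48 h at 37C with compounds at 1:260 dilution of DMSO stock. Lysed, then beta-galactosidase activity read as FDG fluorescence (ex 480/em 540) after 30 min, with pre-read for autofluorescence.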
MBNL1 CUG block = MBNL1-poly(CUG) RNA binding inhibition; Potency, µM (highest dose often 57.5 µM), inactives show top-dose activity change, negative = inhibition, most hits filed as inhibitors; Q9NR56; TR-FRET MBNL1-His/biotin-(CUG)12 binding, 665/545 ratio; 0.036% of 280,000 active; active = well fitted inhibition curve with a large enough effect in the signal ratio, with a control signal flat, not every such curve was filed as active; inconclusive = small, poorly fitted or top-dose-only effect, or effect the other way, or a change in a side signal; inactive = no such curve, though single readings can be large or run the other way; the % refers to the signal ratio; note: potency is the fitted concentration of half-maximal effect; % is set by controls: 0 for no effect and ±100 for the full control effect
Target sequence (Q9NR56 whole entry, looked up): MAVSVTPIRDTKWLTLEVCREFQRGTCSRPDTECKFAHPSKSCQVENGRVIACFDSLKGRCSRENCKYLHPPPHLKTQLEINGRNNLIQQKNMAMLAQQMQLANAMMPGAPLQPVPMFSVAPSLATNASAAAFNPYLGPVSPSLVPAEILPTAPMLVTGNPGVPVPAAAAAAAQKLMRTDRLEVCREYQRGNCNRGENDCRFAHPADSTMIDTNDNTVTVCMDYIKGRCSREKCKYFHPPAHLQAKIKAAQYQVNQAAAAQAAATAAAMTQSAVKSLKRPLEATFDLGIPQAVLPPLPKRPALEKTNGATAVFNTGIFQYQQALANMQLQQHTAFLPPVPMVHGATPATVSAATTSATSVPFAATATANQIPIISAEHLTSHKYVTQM
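Inhibition of protein-RNA binding appears as loss of TR-FRET between terbium anti-His antibody on MBNL1-His and streptavidin-XL665 on biotin-(CUG)12. Activity is normalized to buffer-only and uninhibited-complex controls.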
An asterisk follows results filed as active; ? = inconclusive; · = no result given; [ ] = another dose, or the depositor's remark. Unless noted, calls come from the whole dose curve; as a rule, active = well fitted curve in the direction sought with a large enough effect; inconclusive = small, poorly fitted or top-dose-only effect, or another doubt; inactive = no such curve, though single readings can be large; an effect the other way counts as inactive or inconclusive.

(1) COc1cccc(/C=N/NC(=O)C(=O)N2CCCC2)c1OC
(2) COc1ccc(-c2cc(N)n(S(=O)(=O)c3ccc(F)cc3)n2)cc1OC
(3) CC[C@H](C)C(C(=O)N1CCN(C(=O)OC(C)(C)C)CC1)n1cc(C(Cc2ccc(O)cc2)NC(=O)OC(C)(C)C)nn1 (stereo partly drawn)
(4) O=C1CCCN1CN(C(=O)c1ccc2c(c1)OCO2)c1ccc(F)cc1
(5) CCCNc1nc2c(c(=O)[nH]c(=O)n2C)n1CCOc1ccccc1
(6) CCOc1ccc(CN2CCCN(C)CC2)cc1
Screen / compound no. | 1 | 2 | 3 | 4 | 5 | 6
TSHR antagonist | 4 | -29 | 19 | 35 | -1 | 8
TCR act | 2% | 10% | 5% | -15% | 10% | -4%
AT treatment | -3% | 4% | -4% | ? | 0% | ·
Menin MLL FP TR | 9% | ? | -4% | -3% | -5% | -10%
MLL CXXC-DNA inh | -3% | -6% | -19% | -4% | ? | -3%
ASM inhibitor | -2% | -4% | 5% | 3% | 0% | 10%
Mito fusion act | -3% | 1% | 4% | 2% | 4% | -3%
TSG101-PTAP inh | -3% | -8% | -3% | -5% | -3% | -9%
a7 integrin act | 5% | -16% | 8% | 0% | -24% | -42%
MBNL1 CUG block | 9% | -13% | 5% | -13% | -10% | -6%

(7) COc1cc(C(=O)c2nccc3cc(OC)c(OC)cc23)c([N+](=O)[O-])cc1OC
(8) CN(C)c1ccc(/C=N/Nc2cccc(C(=O)O)c2)cc1
(9) Cc1ccc(S(=O)(=O)NCC(=O)N(CC(=O)NCc2ccccc2)CC2CCCO2)cc1 (stereo not drawn)
(10) CN(CC(=O)Nc1ccc(F)cc1)C(=O)Cn1cnc2ccc(Cl)cc2c1=O
(11) COc1cccc2cc(-c3csc(NC(=O)CCC(=O)NCCCN4CCC(C)CC4)n3)c(=O)oc12
(12) O=C(CSc1nnc2ccccn12)NNC(=O)c1ccccc1F
Screen / compound no. | 7 | 8 | 9 | 10 | 11 | 12
TSHR antagonist | -4 | 5 | 10 | 12 | 20 | 18
TCR act | 0% | -4% | 2% | -6% | 1% | 4%
AT treatment | -3% | -1% | -1% | 9% | -7% | 8%
Menin MLL FP TR | 8% | ? | -5% | · | · | ·
MLL CXXC-DNA inh | 4% | 5% | -2% | · | 6% | ·
ASM inhibitor | -2% | 9% | 7% | 5% | 40%[activator] | -2%
Mito fusion act | 19% | 2% | -8% | -4% | 4% | ·
TSG101-PTAP inh | -4% | -3% | -5% | -9% | 0% | -1%
a7 integrin act | 20% | -14% | 2% | 3% | 27% | -7%
MBNL1 CUG block | ? | 20% | -3% | · | ? | ·

5 entries picked at random from those above:
(12) O=C(CSc1nnc2ccccn12)NNC(=O)c1ccccc1F
(3) CC[C@H](C)C(C(=O)N1CCN(C(=O)OC(C)(C)C)CC1)n1cc(C(Cc2ccc(O)cc2)NC(=O)OC(C)(C)C)nn1 (stereo partly drawn)
(5) CCCNc1nc2c(c(=O)[nH]c(=O)n2C)n1CCOc1ccccc1
(6) CCOc1ccc(CN2CCCN(C)CC2)cc1
(4) O=C1CCCN1CN(C(=O)c1ccc2c(c1)OCO2)c1ccc(F)cc1
Screen / compound no. | 12 | 3 | 5 | 6 | 4
TSHR antagonist | 18 | 19 | -1 | 8 | 35
TCR act | 4% | 5% | 10% | -4% | -15%
AT treatment | 8% | -4% | 0% | · | ?
Menin MLL FP TR | · | -4% | -5% | -10% | -3%
MLL CXXC-DNA inh | · | -19% | ? | -3% | -4%
ASM inhibitor | -2% | 5% | 0% | 10% | 3%
Mito fusion act | · | 4% | 4% | -3% | 2%
TSG101-PTAP inh | -1% | -3% | -3% | -9% | -5%
a7 integrin act | -7% | 8% | -24% | -42% | 0%
MBNL1 CUG block | · | 5% | -10% | -6% | -13%

Continuation:
(13) Cc1ccc(O)c(C(=O)CC(=O)c2ccccc2Cl)c1
(14) CCc1nnc(NC(=O)CCC(=O)N2CCN(c3cc(Cl)ccc3C)CC2)s1
(15) Cc1cccc(C(=O)Nc2nnc(SCC(=O)Nc3ccc4c(c3)oc3ccccc34)s2)c1
(16) O=C(NCCc1ccccc1)C1CCC(CNS(=O)(=O)c2ccccc2)CC1 (stereo not drawn)
(17) Cc1cn(-c2ccccc2)c(C)c1/C=N\Nc1nc(N2CCOCC2)nc(N2CCOCC2)n1
(18) CCCCNc1c(-c2cccc(Sc3ccc(OC)cc3)c2)nc2ccccn12
Screen / compound no. | 13 | 14 | 15 | 16 | 17 | 18
TSHR antagonist | -5 | 1 | -5 | 19 | 2 | -19
TCR act | -1% | -3% | 4%[46.1 µM] | -1% | 3% | -4%
AT treatment | 0% | -1% | -11% | 3% | -7% | 17%
Menin MLL FP TR | ? | · | ? | ? | 2% | ·
MLL CXXC-DNA inh | -3% | 25% | 4% | -1% | 5% | ·
ASM inhibitor | ? | -3% | 4% | 1% | 11% | 371%[activator]
Mito fusion act | 11% | 6% | -6% | 0% | -1% | ·
TSG101-PTAP inh | 1% | -7% | 2% | -5% | -1% | ·
a7 integrin act | -5% | -11% | 3% | 0% | 2% | -39%
MBNL1 CUG block | 4% | 1% | -6% | -7% | -1% | ·

(19) N#Cc1cccc(N=Cc2c(O)ccc3ccccc23)c1
(20) CSc1ccc(S(=O)(=O)N2CCC(C(=O)NCC3CCCO3)CC2)cc1 (stereo not drawn)
(21) Cc1c(C(=O)NCCCN2CCOCC2)sc2nc(-c3ccccc3)cn12
(22) COc1ccc(C(=O)Nc2c(N)nc[nH]c2=O)cc1
(23) O=C(NCc1ccccn1)c1ccc2ccccc2n1
(24) C=CCOc1ccc(CN(C)CC(=O)Nc2ccc3c(c2)CCC3)cc1
(25) Cc1ccc(NC(=O)CSc2nc3ccccc3c(=O)n2CCCC(=O)NCC2CCCO2)cc1 (stereo not drawn)
Screen / compound no. | 19 | 20 | 21 | 22 | 23 | 24 | 25
TSHR antagonist | 8 | -3 | 0 | · | 2 | -2 | -5
TCR act | -1%[46.1 µM] | 1% | 7%[46.1 µM] | 0% | 2%[46.1 µM] | · | -9%
AT treatment | -19% | -1% | 2% | · | 17% | 5% | -23%
Menin MLL FP TR | 9% | 14% | -3% | · | -9% | ? | ·
MLL CXXC-DNA inh | -2% | -4% | -5% | · | 10% | 5% | 15%
ASM inhibitor | 3% | 2% | · | 18% | -2% | 0% | -3%
Mito fusion act | 2% | -6% | 0% | · | -1% | 0% | -3%
TSG101-PTAP inh | -3% | 1% | · | 1% | -1% | -3% | 1%
a7 integrin act | -15% | 1% | · | -15% | 7% | -42% | -18%
MBNL1 CUG block | · | -7% | -12% | · | 3% | 0% | -2%

Screening results: PubChem BioAssay, National Center for Advancing Translational Sciences (NCATS)

Not all compounds are listed; rates above refer to the full screens.
